PAD4 FP inh: PAD4 (human) enzyme inhibition; Q9UM07; recombinant PAD4, RCA probe fluorescence polarization; inhibition, % at 6.36 µM; actives 0.41% (n = 330,000); AID 485272;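 active = percent inhibition above a cutoff equal to the mean of all tested compounds plus 3 SD, cut at about 15% in these data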;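 note: 0% = PAD4 with RCA probe and DMSO and 100% = probe without PAD4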
Target sequence (Q9UM07 whole entry, looked up): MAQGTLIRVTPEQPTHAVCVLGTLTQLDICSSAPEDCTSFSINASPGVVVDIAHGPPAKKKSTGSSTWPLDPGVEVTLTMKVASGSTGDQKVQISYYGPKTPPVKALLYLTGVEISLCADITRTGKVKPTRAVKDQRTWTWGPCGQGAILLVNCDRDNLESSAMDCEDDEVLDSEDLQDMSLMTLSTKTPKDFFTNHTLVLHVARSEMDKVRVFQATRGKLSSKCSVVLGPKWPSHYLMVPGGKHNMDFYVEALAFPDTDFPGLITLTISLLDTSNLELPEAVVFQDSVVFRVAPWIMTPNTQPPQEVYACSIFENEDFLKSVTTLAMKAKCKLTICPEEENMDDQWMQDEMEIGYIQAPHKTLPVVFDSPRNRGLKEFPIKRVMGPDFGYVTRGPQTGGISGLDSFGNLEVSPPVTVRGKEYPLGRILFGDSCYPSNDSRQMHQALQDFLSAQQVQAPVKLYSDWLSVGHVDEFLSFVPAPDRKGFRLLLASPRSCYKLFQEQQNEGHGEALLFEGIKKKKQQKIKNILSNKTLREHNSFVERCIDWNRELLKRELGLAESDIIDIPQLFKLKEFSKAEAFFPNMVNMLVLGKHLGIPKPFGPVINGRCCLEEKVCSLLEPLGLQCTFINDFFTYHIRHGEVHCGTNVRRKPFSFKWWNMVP
PAFAH2 inh: inhibitors of human PAFAH2. recombinant PAFAH2, FP-rhodamine activity probe, fluorescence polarization. inhibition, % at 3.39 µM. actives 0.99% (n = 340,000);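 active = inhibition above the mean over all tested compounds plus 3 SD, cut at about 30% in these data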;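 note: inhibitors block probe labeling of enzyme so polarization drops; 0% = enzyme with DMSO and 100% = wells lacking PAFAH2 protein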
Fam108B counter: counter-screen for RBBP9 inhibitors: inhibitors of mouse Fam108B; recombinant Fam108B, FP-Rh probe fluorescence polarization; inhibition, % at 9.51 µM; actives 0.33% (n = 300,000);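 active = inhibition above the screen mean inhibition plus 3 SD, computed separately per campaign, cut at about 18% in these data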;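 note: inhibitors lower polarization as less probe binds the enzyme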
LYPLA1 counter: LYPLA1 (human) inhibition in PME1 counter-screen | O75608 | recombinant LYPLA1, FP-Rh probe fluorescence polarization | inhibition, % at 5.9 µM | actives 0.16% (n = 320,000) | AID 2174;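 active = inhibition above the mean of all tested compounds plus 3 SD, set per campaign, cut at about 14% in these data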;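 note: inhibitors block serine hydrolase probe labeling of LYPLA1 so polarization falls; 0% = enzyme with DMSO and 100% = wells lacking LYPLA1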
PME-1 inh: blocks human protein phosphatase methylesterase 1 | inhibition, % at 5.9 µM | AID 2130 | actives 0.53% (n = 320,000) | recombinant PME-1, FP-Rh probe fluorescence polarization | Q9Y570;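 active = inhibition above the campaign mean of all compounds plus 3 SD, cut at about 26% in these data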;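 note: competitive labeling of PME-1 active site by serine hydrolase directed probe; 0% = PME-1 with DMSO and 100% = wells lacking PME-1 enzyme; inhibitors block probe labeling so polarization falls and inhibition rises; many of its hits are not listed in these tables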
PAFAH1B3 FP inh: PAFAH1B3 (human) inhibition; inhibition, % at 3.39 µM; AID 492972; recombinant PAFAH1B3, FP-rhodamine probe, fluorescence polarization; actives 0.28% (n = 340,000); Q15102;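 active = inhibition above the screen-wide average of all tested compounds plus 3 SD, cut at about 25% in these data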;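 note: 0% = enzyme with DMSO only and 100% = wells lacking PAFAH1B3 protein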
pPAFAH FP inh: pPAFAH (human) enzyme inhibition. Q13093. recombinant pPAFAH, FP-rhodamine probe fluorescence polarization. inhibition, % at 3.39 µM. actives 1.5% (n = 330,000);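 active = inhibition above the mean inhibition across the screen plus 3 SD, cut at about 25% in these data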;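 note: inhibitors block binding of the rhodamine activity-based probe so polarization drops; 0% = enzyme with DMSO and 100% = wells lacking pPAFAH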
GSTO1 inh: counter-screen for RBBP9 inhibitors: inhibitors of human GSTO1; recombinant GSTO1, activity-based probe fluorescence polarization; AID 1974; P78417; inhibition, % at 5.96 µM; actives 1.1% (n = 300,000);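 active = inhibition above the campaign mean inhibition plus 3 SD, cut at about 35% in these data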;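 note: 0% = GSTO1-1 with DMSO and 100% = wells lacking GSTO1-1 enzyme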
PAFAH1B2 inh: inhibitors of human PAFAH1B2 | AID 492953 | P68402 | inhibition, % at 3.39 µM | recombinant PAFAH1B2, FP-rhodamine activity probe, fluorescence polarization | actives 1.2% (n = 340,000);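 active = inhibition above the mean of all tested compounds plus 3 SD, cut at about 24% in these data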;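 note: 0% = enzyme with DMSO and 100% = wells lacking PAFAH1B2; many of its hits are not listed in these tables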
Target sequence (P68402 whole entry, looked up): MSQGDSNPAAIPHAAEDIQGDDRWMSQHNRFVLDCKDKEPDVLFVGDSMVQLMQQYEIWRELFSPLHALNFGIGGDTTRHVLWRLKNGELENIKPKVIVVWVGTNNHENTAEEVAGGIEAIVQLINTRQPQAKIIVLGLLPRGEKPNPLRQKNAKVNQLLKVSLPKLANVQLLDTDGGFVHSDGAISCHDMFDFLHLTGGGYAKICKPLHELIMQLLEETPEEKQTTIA
An asterisk follows results filed as active; . = not tested or not shown. Some of the compounds tested. The share of hits here may be higher or lower than overall.

A first look, six compounds:
SMILES	PAD4 FP inh	PAFAH2 inh	Fam108B counter	LYPLA1 counter	PME-1 inh	PAFAH1B3 FP inh	pPAFAH FP inh	GSTO1 inh	PAFAH1B2 inh
CCOc1ccccc1NC(=O)CN1C(=O)CSC(C)C1=O (stereo not drawn)	2	1	-3	-2	2	8	4	8	1
CC(C)(C)c1ccc(OCCCNCc2ccccc2)cc1	-1	0	-3	-2	2	5	3	-4	8
CC1CC(C)CN(C(=O)CCCn2c(=S)[nH]c3ccccc3c2=O)C1 (stereo not drawn)	3	3	1	-2	-5	5	3	15	8
O=C(CSc1nnc2ccccn12)Nc1nsc(-c2ccccc2)n1	-2	7	2	-3	1	6	1	2	6
O=C1COc2ccc(C(=O)COC(=O)CCSc3ccc(Cl)cc3)cc2N1	-2	-2	-7	1	-1	0	4	-2	11
CCNc1nc(NCC)n2c(SC(C(=O)Nc3cc(C)ccc3C)c3ccccc3)nnc2n1 (stereo not drawn)	-4	-5	6	4	-4	2	1	1	2

The list itself, repeating the preview:
SMILES	PAD4 FP inh	PAFAH2 inh	Fam108B counter	LYPLA1 counter	PME-1 inh	PAFAH1B3 FP inh	pPAFAH FP inh	GSTO1 inh	PAFAH1B2 inh
CCOc1ccccc1NC(=O)CN1C(=O)CSC(C)C1=O (stereo not drawn)	2	1	-3	-2	2	8	4	8	1
CC(C)(C)c1ccc(OCCCNCc2ccccc2)cc1	-1	0	-3	-2	2	5	3	-4	8
CC1CC(C)CN(C(=O)CCCn2c(=S)[nH]c3ccccc3c2=O)C1 (stereo not drawn)	3	3	1	-2	-5	5	3	15	8
O=C(CSc1nnc2ccccn12)Nc1nsc(-c2ccccc2)n1	-2	7	2	-3	1	6	1	2	6
O=C1COc2ccc(C(=O)COC(=O)CCSc3ccc(Cl)cc3)cc2N1	-2	-2	-7	1	-1	0	4	-2	11
CCNc1nc(NCC)n2c(SC(C(=O)Nc3cc(C)ccc3C)c3ccccc3)nnc2n1 (stereo not drawn)	-4	-5	6	4	-4	2	1	1	2
Cc1cc(C)nc(SC2CCCCC2NS(=O)(=O)c2ccc(Cl)cc2)n1 (stereo not drawn)	-5	4	2	1	10	16	4	-1	14
C=CCOc1ccc(Br)cc1CNCCO	0	-3	0	-3	6	0	4	1	2
COCCCNC(=O)C1CC(=O)N(CCc2ccc(F)cc2)C1 (stereo not drawn)	-6	6	0	3	-2	1	-3	5	8
COC(=O)c1c(C(=O)OC)c2cccc3cc(-c4ccccc4)c4ccc1c4n32	6	14	8	3	17	6	13	33	7
COc1ccc(CC(=O)Nc2ccc3c(c2)CCC3)cc1	4	-1	5	-3	-4	10	4	9	3
Cc1csc2nc(CNS(=O)(=O)c3ccc4c(c3)CCCC4)cn12	1	-3	2	0	8	4	-3	-1	0
COc1ccc2c(c1)c(C(C)=O)c(C)n2C	1	1	4	0	3	0	1	6	-2
CC(Sc1cccc[n+]1[O-])C(=O)Nc1cccc(S(=O)(=O)N2CCOCC2)c1 (stereo not drawn)	-2	2	5	7	-1	3	5	0	2
COc1ccc(C(O)c2nccn2Cc2ccccc2)cc1 (stereo not drawn)	0	-2	1	-1	3	6	1	4	6
COc1ccc(OC)c(-c2nc3ccccc3nc2-c2ccccc2)c1	-1	1	-1	-2	-1	2	2	7	4
O=C(N=C1SC2CS(=O)(=O)CC2N1c1ccc(F)c(Cl)c1)C1CCCO1 (stereo not drawn)	5	9	0	2	3	11	4	5	2
Cc1ccc(C)c(-c2nnc(NC(=O)Cc3ccc(F)cc3)o2)c1	-1	12	-5	0	-16	4	14	16	5
N/C(=N\OC(=O)c1ccc(Cl)cc1Cl)c1cccnc1	-1	3	4	2	-5	17	0	0	2
CCCn1cc(S(=O)(=O)c2ccc(C)cc2)c(=O)c2cc(OC)c(OC)cc21	-2	1	0	1	1	2	5	1	1
CCSCc1nnc(SCC(=O)Nc2ccc(F)cc2)n1CC	-2	-7	-1	-2	-1	0	6	9	-2
CCc1nc2nc(C)c(NS(=O)(=O)c3ccc(CC(C)C)cc3)c(=O)n2[nH]1	-3	12	-3	2	-2	14	3	-34	9
Cc1c(OC(C)C(=O)NCCN2CCOCC2)ccc2c3c(c(=O)oc12)CCC3 (stereo not drawn)	5	7	0	0	-3	5	-2	-2	3
O=C(COC(=O)CNS(=O)(=O)c1cccc(Br)c1)Nc1ccccc1Sc1ccccc1	-1	5	-11	-3	6	1	4	4	7
O=C(c1ccco1)N1CCN(C(=O)C2CC(c3ccc(Cl)cc3)=NO2)CC1 (stereo not drawn)	-3	2	2	1	1	-5	21	5	2
COc1ccc(CCNC(=O)CSc2nnc(CNC(=O)c3cccs3)o2)cc1OC	2	2	-1	-2	0	11	4	-1	-1
OCCC1CN(Cc2cccc3nccnc23)CCN1Cc1ccc(F)cc1 (stereo not drawn)	9	-3	-4	1	3	3	1	-2	-4
Cc1ccc(NC(=O)c2cc(NC(=O)/C=C\C(=O)O)ccc2N2CCCCC2)cc1	-1	1	3	2	7	2	14	14	3
COc1ccccc1C(=O)Nc1ccnn1C1CCN(CCC(C)c2ccc(C)o2)CC1 (stereo not drawn)	-1	-2	3	3	2	-4	1	6	2
C/C(=N/Oc1nc(C)cc(C)n1)c1ccccc1	4	-4	-1	1	1	4	4	1	6
Cc1ccc(C(=O)COC(=O)CNS(=O)(=O)c2ccc(C)cc2)cc1	3	4	3	0	5	3	13	6	9
O=C(Cn1cc2c(n1)CCCCC2)NCCCN1CCOCC1	-4	2	-5	4	-3	8	-1	-2	5
CCS(=O)(=O)NCCc1cc2ccc(C)cc2[nH]c1=O	3	-5	4	0	-9	6	3	8	3
Cc1ccc(NC(=O)CN2C(=O)NC(C)(CC(C)C)C2=O)c(Br)c1 (stereo not drawn)	4	15	.	.	.	8	4	.	4
CCN1CCCC1CNC(=O)c1cn(CC)c2ccc(S(=O)(=O)N3CCCCCC3)cc2c1=O (stereo not drawn)	0	.	1	0	-3	.	7	14	.
CC(=O)NNc1cccc(Cl)n1	0	-6	7	2	4	-3	0	0	1
CNS(=O)(=O)c1cn(CC(=O)NCc2ccc(F)cc2)cc1S(=O)(=O)NC	2	-7	-2	2	-3	7	3	-5	7
CCc1ccccc1Nc1nc2ccccc2n1C(C)C	-2	9	-5	-4	-1	3	1	-2	3
CCOc1ccccc1N1CCN(C(=O)c2cc3c(s2)CCC3)CC1	-2	3	5	-6	5	5	7	6	1
Cc1ccc(S(=O)(=O)N2CCOCC2)cc1NC(=O)COC(=O)c1cncc(Br)c1	-4	6	.	.	.	12	4	.	-2
Cc1ccc(NC2(C#N)C(=O)Nc3ccccc32)cc1C (stereo not drawn)	-4	26	-2	0	3	3	7	6	-1
COc1cc(C(CC(=O)Nc2ncccc2C)N2Cc3ccccc3C2=O)cc(OC)c1OC (stereo not drawn)	-5	-2	4	-4	-8	2	-3	12	3
Cc1cc2nc(-c3ccc(SCC(=O)N4CCOCC4)nc3)[nH]c2cc1C	4	-7	-6	-9	-14	0	5	-6	9
C=CCOc1ccc(Cl)cc1CNC1CCCC1	-2	0	0	3	0	6	4	10	7
CCN1CCN(S(=O)(=O)c2ccc(Cl)c(C(=O)NC3CCCCC3)c2)CC1	1	-1	0	-1	-2	5	1	4	28*
O=C(c1ccccc1)c1cc(F)c(N2CCOCC2)cc1Cl	-3	-2	-1	3	2	3	15	-5	6
CCN1CCN(Cc2c(C)[nH]c3ccc(C(=O)OC)cc3c2=O)CC1	-1	2	2	0	-3	4	5	-2	1
O=S(=O)(NCc1cccnc1)c1ccc(Cl)c(Cl)c1Cl	-1	7	2	-1	-3	1	-2	4	12
CCOC(=O)Cc1csc(NC(=O)/C=C/c2ccccc2Cl)n1	8	8	-7	-12	-20	-6	-10	-22	0
Nn1c(SCC(=O)N2CCCCCC2)nnc1-c1ccco1	-3	-4	.	-2	-5	3	-5	.	2
Cc1nnc(NC(=O)C23CC4CC(C)(CC(C)(C4)C2)C3)s1	-3	-1	2	7	1	1	0	-1	26*
COc1cccc(Cn2c(=O)sc3ccccc3c2=O)c1	3	-2	-6	0	-1	9	24	-1	3
CCCCCC(=O)N1CC2(C)CN(C(=O)CCCCC)CC(C)(C1)C2=O	1	2	2	-1	-1	9	3	0	3
Cc1cc(NC(=O)c2c(F)cccc2Cl)n(-c2nc3ccccc3[nH]2)n1	2	-56	-22	-20	-33	-22	-12	-16	-23
CC12c3ccccc3C(c3ccccc31)C1C(=O)N(Cc3cccnc3)C(=O)[C@H]12 (stereo partly drawn)	2	4	8	-4	1	6	-1	-4	4
CCOc1ccc(C2NC(=O)c3ccccc3O2)cc1OC (stereo not drawn)	1	-2	3	-2	-3	5	0	-6	-4
CC(=O)c1c(C)[nH]c(C(=O)OCC(=O)Nc2cccc(S(=O)(=O)N(C)C)c2)c1C	-2	31*	-7	-4	-5	9	-5	-14	11
CCCCN(C)C(=O)c1ccc2c(c1)S(=O)(=O)c1ccccc1C2=O	2	5	4	4	3	2	-2	-1	4
CCN(CCn1cccn1)C(=O)c1ccc2nc(Cc3ccc(OC)cc3)oc2c1	1	7	2	1	1	6	5	1	7
CNC(=S)N/N=C/c1cn(Cc2ccc(F)cc2)c2ccccc12	-2	-2	11	-3	19	13	7	-5	7
Cc1cc(C)c(S(=O)(=O)c2ccc(Cl)cc2)c(Cl)n1	-2	2	0	4	-2	-2	4	7	3
COc1ccccc1C/C(N)=N/OC(=O)c1ccco1	-2	58*	-5	-4	4	6	5	0	0
CCOc1ccc(N2CC(C(=O)NC(C)C)CC2=O)cc1 (stereo not drawn)	2	-3	-3	-2	-2	15	-6	12	0

An excerpt from above in order of the PAFAH1B3 FP inh value, high to low.
| SMILES | PAD4 FP inh | PAFAH2 inh | PME-1 inh | PAFAH1B3 FP inh | pPAFAH FP inh | PAFAH1B2 inh |
| --- | --- | --- | --- | --- | --- | --- |
| COc1ccc(CCNC(=O)CSc2nnc(CNC(=O)c3cccs3)o2)cc1OC | 2 | 2 | 0 | 11 | 4 | -1 |
| Cc1ccc(NC(=O)CN2C(=O)NC(C)(CC(C)C)C2=O)c(Br)c1 (stereo not drawn) | 4 | 15 | . | 8 | 4 | 4 |
| CC12c3ccccc3C(c3ccccc31)C1C(=O)N(Cc3cccnc3)C(=O)[C@H]12 (stereo partly drawn) | 2 | 4 | 1 | 6 | -1 | 4 |
